RSV antiviral HEp-2: RSV antiviral activity via CPE protection, HEp-2 cells, primary 10 µM value included (AID 2391); HEp-2 cells, RSV-induced CPE inhibition; higher % means a stronger effect; CPE inhibition, % at 10 µM, or IC50 in µM where a hit was titrated; hit rate 0.13% among 310,000; in the data active = a potency from the dose series; inconclusive = CPE inhibition mostly from about 23% at the one dose, without a potency; inactive = the rest, 99 in 100 with CPE inhibition below about 21%; also: strong numbers were not always called active
MgcRacGAP inhibition: MgcRacGAP GTPase-activating activity inhibitors, confirmation, biochemical, ADP Hunter fluorescence | AID 624330 | hit rate 0.6% among 340,000 | MgcRacGAP-stimulated Rac1 GTP hydrolysis, ADP Hunter fluorescence; higher % means a stronger effect; GST-tagged Rac1 F28L mutant substrate | inhibition, % at 30 µM; hits with a dose series show IC50 in µM;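 active = first-screen hits whose inhibition reached a set limit at any dose in the follow-up dose series; inconclusive = inhibition above the set first-screen limit but never retested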;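 also: fluorescence reports GDP produced by GAP-driven GTP hydrolysis; strong numbers were not always called active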
K1F lysis inhibition: inhibition of K1F phage lysis, E. coli UTI89, bacterial capsule biogenesis inhibitors, alamar blue (AID 488966); inhibition, % at 100 µM, or IC50 in µM where a hit was titrated; E. coli UTI89 K1F phage lysis, alamar blue, 2 h; higher % means a stronger effect; hit rate 0.02% among 340,000;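 active = phage lysis inhibition, versus mean bacterial control, above a set limit; inconclusive = no clear call, values can overlap the other calls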;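 also: capsule biogenesis inhibitors block K1F phage lysis so surviving cells raise fluorescence; higher fluorescence means more inhibition of phage lysis; actives were called in the ten point dose series up to 300 µM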
Salmonella PhoP GFP: PhoP-dependent GFP reporter repression – Salmonella Typhimurium, primary screen (AID 1863). S. Typhimurium PhoP-regulated promoter GFP reporter, 4 h; higher % means a stronger effect. inhibition, % at 50 µM; hits with a dose series show IC50 in µM. hit rate 0.16% among 300,000;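 active = inhibition over 29.93%, a cutoff 3 SD above the screen mean, later confirmed by dose response; inconclusive = inhibition over 29.93% but no dose response follow-up; inactive = inhibition at most 29.93% or unconfirmed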;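 also: 0% = low Mg2+ inducing control and 100% = high Mg2+ repressing control; strong numbers were not always called active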
NS5 inhibitors: Dengue-2 NS5 methyltransferase inhibitors, primary screen, biochemical, confirmation dose response (AID 588689); Dengue-2 NS5 methyltransferase capping enzyme assay, biochemical; higher % means a stronger effect; one-dose inhibition, % at 25 µM; IC50 in µM for titrated hits; hit rate 0.3% among 340,000; in the data active = a potency from the dose series; inconclusive = inhibition above about 29% without an active follow-up result
SV40 large T antigen: SV40 large T antigen inhibitors, biochemical (AID 1903); SV40 large T antigen ATPase/helicase inhibition assay; higher % means a stronger effect; one-dose inhibition, % at 20 µM; IC50 in µM for titrated hits; hit rate 0.39% among 310,000; in the data active = a potency from the dose series; inconclusive = inhibition mostly from about 32% at the one dose, without a potency; inactive = the rest, 99 in 100 with inhibition below about 32%; also: strong numbers were not always called active
West Nile antiviral: West Nile virus antiviral activity, cell-based, CPE readout (AID 1621); West Nile virus-infected cells, CPE inhibition; higher % means a stronger effect; one-dose CPE inhibition, % at 10 µM; IC50 in µM for titrated hits; hit rate 0.02% among 290,000; in the data active = a potency from the dose series; inconclusive = CPE inhibition mostly from about 3.7% at the one dose, without a potency; inactive = the rest, 99 in 100 with CPE inhibition below about 2.2%; also: strong numbers were not always called active
T cell HTS: T cell immune modulation candidate; hit rate 0.068% among 330,000; AID 2052; calls only at 7 µM; 2C CD8+ T cell-vesicle binding, flow cytometry; stronger effect = lower value;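 active = response, share of CD8 T cells binding vesicles, and their 90th percentile fluorescence all below set limits, cut at about 80% in these data, passing the limit was not always enough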
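Assay system – 2C mouse CD8+ T cells · Also added – QL9-loaded Drosophila micro-vesicles · Timing – Cell–vesicle co-incubation 1.5 h at 37 °C, staining 20 min on ice · Signal – flow cytometry of vesicle-bound cells · Measure – percent CD8+ FL2 mean versus row control · Controls – Peptide-free naked vesicles (low) and QL9 vesicles with 0.7% DMSO vehicle (high)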
NTR1 ag: agonists of NTR1, primary screen, imaging, U2OS cells, beta-arrestin-GFP, high content (AID 493036) | hit rate 0.17% among 330,000 | activation, % at 20 µM | NTR1-U2OS beta-arrestin-GFP spot imaging, agonist mode | P30989;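 active = activation at or above 40% of the spot to cytoplasm intensity ratio, with at least 20 cells analyzed; inconclusive = wells under 20 cells, flagged as cytotoxic or low count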;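 also: 0% = DMSO without peptide and 100% = 100 nM NTR1 peptide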
Target sequence (P30989 whole entry, looked up): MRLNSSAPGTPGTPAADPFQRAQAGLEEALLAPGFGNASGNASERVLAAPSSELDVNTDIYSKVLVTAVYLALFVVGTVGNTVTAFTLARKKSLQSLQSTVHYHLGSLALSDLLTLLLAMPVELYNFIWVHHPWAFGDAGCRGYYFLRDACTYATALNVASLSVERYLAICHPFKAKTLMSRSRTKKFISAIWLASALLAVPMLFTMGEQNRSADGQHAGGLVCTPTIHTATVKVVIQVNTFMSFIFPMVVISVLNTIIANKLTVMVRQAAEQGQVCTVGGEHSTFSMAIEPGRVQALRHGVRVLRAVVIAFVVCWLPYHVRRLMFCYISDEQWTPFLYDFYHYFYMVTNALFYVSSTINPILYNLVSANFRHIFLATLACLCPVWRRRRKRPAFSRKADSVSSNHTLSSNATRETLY
T cell HTS vesicle-bound %: further read-out of T cell HTS, marked with its call; double positive events, %; measured here: CD8+ vesicle-bound cell fraction;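 binding gate set so that unloaded-vesicle control wells show 10% double positive cells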
NTR1 ag cell count 20 µM: also measured in NTR1 ag; calls as there; cell count; measured here: cell count, cytotoxicity flag
Numbers without * were called inactive; i = inactive; ? = inconclusive; / = no result given; [ ] = remark or other dose. This is a random part of the collection. About 1.5% of those tested had a hit in this group.

SMILES	RSV antiviral HEp-2	MgcRacGAP inhibition	K1F lysis inhibition	Salmonella PhoP GFP	NS5 inhibitors	SV40 large T antigen	West Nile antiviral	T cell HTS	T cell HTS vesicle-bound %	NTR1 ag	NTR1 ag cell count 20 µM
COc1ccccc1CC(=O)N(Cc1ccccc1)c1cccc(C)c1	5.1%	2%	0.2%	1%	0%	8%	0.1%	i	18	1.8	66
O=C(CSc1nc2ccc(Nc3nc(N4CCOCC4)nc(N4CCOCC4)n3)cc2s1)Nc1ccccc1Cl	6.6%	2%	0.2%	-5%	1%	7%	?	i	59	3.8	62
CCOC(=O)N1CCN(C(=O)c2ccc(Cl)c(S(=O)(=O)N3CCOCC3)c2)CC1	2.8%	8%	0.9%	-4%	-10%	4%	-0.7%	i	37	0.3	102
COc1ccc(S(=O)(=O)NCc2csc(-c3cccnc3)n2)cc1	1.5%	4%	1.6%	7%	-3%	5%	0.3%	i	24	-0.2	45
Nc1nnc(SCC(=O)N2CCN(c3ccccc3)CC2)n1-c1ccccc1	2.4%	-3%	-0.1%	-4%	-2%	4%	-0.4%	i	20	-3.0	87
O=C(Nc1ccccc1F)C1CCN(C(=O)Cc2ccccc2)CC1	1.8%	0%	1.8%	8%	3%	1%	-0.1%	i	56	-1.6	63
N#Cc1ccc(C23CC4(C2)[C@H](CN(CC2CCCCC2)[C@@H]4c2ccccc2)C3c2ccccc2)cc1 (some centres undefined)	-0.9%	-4%	-0.4%	-2%	-4%	14%	-0.6%	i	14	2.2	66
CC(C)(C)c1ccc(Oc2ncccc2NC(=O)c2cccs2)cc1	0.7%	4%	2.1%	-8%	-12%	7%	-1.0%	i	28	1.9	46
COc1cc(C2NC(=O)N(C)C3=C2C(=O)CCC3)cc(OC)c1OC (centres undefined)	0.9%	2%	1.2%[50 µM]	-9%	0%	18%	0.8%	i	17	0.6	52
CCc1nn(CCCC(=O)N2CCN(c3ccc(OC)cc3)CC2)c(=O)c2cc3occc3n12	16%	18%	0.2%	4%	1%	32%	0.0%	i	20	3.2	56
COc1ccc(-n2nc(C(=O)NCc3cc(OC)ccc3OC)c3c4ccccc4n(C)c3c2=O)cc1	3.9%	3%	4.3%	7%	/	2%	-0.6%	i	58	0.9	93
COc1ccc(-c2nsc3c(N4CCN(C(=O)c5ccco5)CC4)ncnc23)cc1	2.0%	6%	0.2%	-6%	-9%	0%	-0.3%	i	22	3.1	99
O=C(Cn1nnc2ccccc21)N/N=C/c1ccco1	0.7%	11%	0.2%	12%	-4%	3%	-0.2%	i	53	1.6	74
CN(C)c1ccc(/C=C/c2nc3ccccc3c(=O)[nH]2)cc1	-1.5%	4%	0.1%	2%	22%	9%	-1.2%	i	20	1.3	81
COc1cnn(-c2ccc([N+](=O)[O-])cc2)c(=O)c1Cl	3.1%	0%	0.5%	/	4%	7%	/	i	19	0.2	56

Profiles, quoted from the list. Screens in order: RSV antiviral HEp-2	MgcRacGAP inhibition	K1F lysis inhibition	Salmonella PhoP GFP	NS5 inhibitors	SV40 large T antigen	West Nile antiviral	T cell HTS	T cell HTS vesicle-bound %	NTR1 ag	NTR1 ag cell count 20 µM
COc1ccccc1CC(=O)N(Cc1ccccc1)c1cccc(C)c1 reads 5.1%	2%	0.2%	1%	0%	8%	0.1%	i	18	1.8	66
COc1ccc(-n2nc(C(=O)NCc3cc(OC)ccc3OC)c3c4ccccc4n(C)c3c2=O)cc1 reads 3.9%	3%	4.3%	7%	/	2%	-0.6%	i	58	0.9	93
COc1cc(C2NC(=O)N(C)C3=C2C(=O)CCC3)cc(OC)c1OC (centres undefined) reads 0.9%	2%	1.2%[50 µM]	-9%	0%	18%	0.8%	i	17	0.6	52
CCOC(=O)N1CCN(C(=O)c2ccc(Cl)c(S(=O)(=O)N3CCOCC3)c2)CC1 reads 2.8%	8%	0.9%	-4%	-10%	4%	-0.7%	i	37	0.3	102

Back to the main list; the 2 compounds before the break are reprinted first.
SMILES	RSV antiviral HEp-2	MgcRacGAP inhibition	K1F lysis inhibition	Salmonella PhoP GFP	NS5 inhibitors	SV40 large T antigen	West Nile antiviral	T cell HTS	T cell HTS vesicle-bound %	NTR1 ag	NTR1 ag cell count 20 µM
CN(C)c1ccc(/C=C/c2nc3ccccc3c(=O)[nH]2)cc1	-1.5%	4%	0.1%	2%	22%	9%	-1.2%	i	20	1.3	81
COc1cnn(-c2ccc([N+](=O)[O-])cc2)c(=O)c1Cl	3.1%	0%	0.5%	/	4%	7%	/	i	19	0.2	56
CCN(CC)C(=O)CSc1nnc(CNc2ccc(F)cc2)o1	-0.1%	3%	0.2%	-6%	-4%	11%	0.2%	i	6	0.9	91
C/C(=N\O)C(C)(C)Nc1cccc(Br)c1	?	-15%	-1.7%	-5%	3%	11%	0.4%	i	20	-0.5	46
O=S1(=O)NC(=NCc2ccco2)c2ccccc21	0.2%	0%	0.5%	4%	-3%	-1%	-0.1%	i	15	-0.5	40
CCOC(=O)N1CCN(C(=O)c2cccc(N3C(=O)NC4CC3(C)Oc3ccc(Cl)cc34)c2)CC1 (centres undefined)	1.3%	7%	1.5%	-9%	-13%	11%	0.9%	i	31	1.0	65
COc1ccc(S(=O)(=O)Cc2ccc(C(=O)N3CCN(c4ccccc4F)CC3)o2)cc1	2.6%	3%	-0.7%	10%	0%	7%	0.0%	i	39	-1.0	62
O=C(O)c1cccc(S(=O)(=O)N2CCN(Cc3ccc4c(c3)OCO4)CC2)c1	-0.3%	-4%	2.4%	-1%	-1%	10%	0.0%	i	16	-0.6	45
Cc1ccc(C)c(N2CCN(C(=O)C3CCCN(S(=O)(=O)c4cnc[nH]4)C3)CC2)c1 (centres undefined)	1.2%	6%	3.2%	12%	-3%	-4%	0.3%	i	44	5.8	60
CCOC(=O)N1CCC(NC(=O)CCC(=O)N2CCOc3ccccc32)CC1	1.9%	15%	0.5%	3%	-5%	7%	0.3%	i	56	0.2	30
Cc1ccccc1N/C=C/C(=C(C#N)C#N)N(C)C	-1.1%	8%	3.2%	-11%	-1%	-2%	0.2%	i	42	2.9	58
O=C(NCC(c1ccco1)N1CCOCC1)c1ccc(F)cc1 (centres undefined)	-0.7%	0%	1.1%[50 µM]	7%	-3%	12%	/	i	38	1.5	77
O=C(NCc1ccc(F)cc1)C(=O)c1cn(CC(=O)N2CCCC2)c2ccccc12	0.2%	6%	-0.2%	12%	-2%	22%	-1.2%	i	16	0.0	57
CC(CNC(=O)c1cc(COc2ccc3ncccc3c2)on1)c1ccccc1 (centres undefined)	-0.2%	10%	0.1%	6%	-1%	9%	0.6%	i	33	2.0	60
Cc1cccc(OCCCN2C(=O)C(=O)c3cc(C)ccc32)c1	3.2%	7%	0.1%	1%	9%	23%	-0.7%	i	47	5.9	50
O=C(Oc1cc(=O)oc2ccccc12)c1ccccc1	2.7%	-3%	6.7%	-10%	3%	2%	0.1%	i	28	0.0	84
CC(=O)/C(C(=N)N1CCN(c2cccc(Cl)c2)CC1)=C(\C)O	-1.2%	4%	-0.1%	-3%	6%	14%	0.1%	i	54	2.8	54
COc1ccc(OC2CCN(C(=O)Nc3ccc(C)cc3)CC2)cc1	20%	-2%	0.2%	-9%	-17%	9%	-1.2%	i	30	0.8	105
CCn1cc(C(=O)N(C)c2ccccc2F)c2cc(OC)c(OC)cc2c1=O	0.0%	3%	0.2%	0%	-12%	6%	1.1%	i	15	0.0	57
CCc1nnc(NC=C2C(=O)OC(C)(C)OC2=O)s1	-0.1%	6%	-0.2%[50 µM]	-4%	-2%	11%	-0.5%	i	32	0.5	38
COc1ccc(C(=O)NCC(=O)N2CCCC(C(F)(F)F)C2)cc1OC (centres undefined)	-0.7%	7%	1.1%[50 µM]	-8%	-7%	14%	/	i	19	-0.9	53
CCc1cc2c3c([nH]c2cc1S(=O)(=O)NCCCOC)CC(C)(C)CC3=O	0.5%	12%	0.1%	1%	-7%	21%	-1.0%	i	20	0.5	55
CCOc1ccccc1-n1c(SCC(N)=O)nnc1-c1ccccc1	1.0%	5%	8.4%	2%	7%	10%	0.1%	i	55	-0.4	78
O=C(COc1ccccc1)NCCSCc1ccccc1Cl	3.1%	9%	-0.1%	2%	-8%	9%	-0.1%	i	55	-1.1	47
COc1cccc(CNC(=O)C2CCCN(S(=O)(=O)c3c(C)n[nH]c3C)C2)c1 (centres undefined)	1.5%	12%	1.6%	-2%	3%	7%	0.2%	i	13	0.8	39
COc1ccccc1NS(=O)(=O)c1cc(NC(=O)c2ccccc2F)ccc1N1CCOCC1	5.0%	3%	0.3%	-2%	0%	7%	-0.8%	i	27	-0.7	76

Among those listed so far, two have two or more sulfur atoms:
SMILES	RSV antiviral HEp-2	MgcRacGAP inhibition	K1F lysis inhibition	Salmonella PhoP GFP	NS5 inhibitors	SV40 large T antigen	West Nile antiviral	T cell HTS	T cell HTS vesicle-bound %	NTR1 ag	NTR1 ag cell count 20 µM
O=C(CSc1nc2ccc(Nc3nc(N4CCOCC4)nc(N4CCOCC4)n3)cc2s1)Nc1ccccc1Cl	6.6%	2%	0.2%	-5%	1%	7%	?	i	59	3.8	62
COc1ccc(S(=O)(=O)NCc2csc(-c3cccnc3)n2)cc1	1.5%	4%	1.6%	7%	-3%	5%	0.3%	i	24	-0.2	45

From PubChem BioAssay
